# Source: PubChem (several laboratories)
# MazEF act: increases E. coli MazEF RNase cleavage of RNA; P0AE70; FAM/BHQ RNA-DNA oligo cleavage fluorescence, 5 h; activation, % at 20 µM; actives 0.32% (n = 350,000); AID 504720; in the data active = activation above about 50%
# Target sequence (P0AE70 whole entry, looked up): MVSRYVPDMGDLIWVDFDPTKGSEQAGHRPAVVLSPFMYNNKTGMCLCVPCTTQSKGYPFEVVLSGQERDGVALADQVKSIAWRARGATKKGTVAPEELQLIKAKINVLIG
# Mtb BioA inh: inhibitors of Mycobacterium tuberculosis BioA enzyme; actives 0.096% (n = 360,000); purified M. tuberculosis BioA enzyme, plate reader; inhibition, % at 9.99 µM; AID 602481; in the data active = inhibition above about 40%; inconclusive = no clear call, values can overlap the other calls
# GDH-TPI inh: counter-screen for M. tuberculosis FBA inhibitors: GDH-TPI coupled enzymes; inhibition, % at 4.8 µM; actives 1.2% (n = 360,000); GDH-TPI coupled enzyme counterscreen, NADH absorbance; in the data active = inhibition above about 30%;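 note: 0% = DMSO wells and 100% = wells lacking the enzyme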
# Rv3671c protease: inhibitors of M. tuberculosis serine protease Rv3671c. inhibition, % at 5.96 µM. actives 0.048% (n = 320,000); in the data active = inhibition above about 38%;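 note: extracellular domain of Rv3671c used as enzyme; 0% = enzyme with DMSO and 100% = no enzyme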
# Target sequence (P9WHR9 whole entry, looked up, the tested form may be a part): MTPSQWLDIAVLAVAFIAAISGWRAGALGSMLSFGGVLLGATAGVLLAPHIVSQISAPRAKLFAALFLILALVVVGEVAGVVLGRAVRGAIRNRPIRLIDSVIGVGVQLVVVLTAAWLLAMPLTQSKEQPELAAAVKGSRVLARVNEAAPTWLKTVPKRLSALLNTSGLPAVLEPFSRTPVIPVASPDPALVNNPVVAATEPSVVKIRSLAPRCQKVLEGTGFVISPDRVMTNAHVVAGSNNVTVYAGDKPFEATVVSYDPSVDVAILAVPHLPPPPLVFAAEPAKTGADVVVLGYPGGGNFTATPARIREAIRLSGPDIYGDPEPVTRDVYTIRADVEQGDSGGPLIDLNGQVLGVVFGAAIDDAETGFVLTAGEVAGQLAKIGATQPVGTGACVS
# FadD28 FP inh: M. tuberculosis FadD28 bisubstrate binding inhibition; FadD28 bisubstrate probe binding, fluorescence polarization; inhibition, % at 12.5 µM; actives 0.22% (n = 360,000); AID 588549; in the data active = inhibition above about 8.5%, passing the limit was not always enough; inconclusive = no clear call, values can overlap the other calls
# Mtb UGM inh: Mtb UDP-galactopyranose mutase inhibition | inhibition, % at 10 µM | P9WIQ1 | AID 504406 | purified UGM, fluorescence polarization probe displacement | actives 0.06% (n = 320,000); in the data active = inhibition above about 10%, passing the limit was not always enough; inconclusive = no clear call, values can overlap the other calls
# FBA Mtb inh: inhibits M. tuberculosis FBA enzyme; P9WQA3; purified M. tuberculosis FBA, fluorescence read-out; inhibition, % at 1 µM; actives 2.3% (n = 360,000); AID 588726; in the data active = inhibition above about 27%;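 note: 0% = vehicle and 100% = reference inhibitor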
# Target sequence (P9WQA3 whole entry, looked up): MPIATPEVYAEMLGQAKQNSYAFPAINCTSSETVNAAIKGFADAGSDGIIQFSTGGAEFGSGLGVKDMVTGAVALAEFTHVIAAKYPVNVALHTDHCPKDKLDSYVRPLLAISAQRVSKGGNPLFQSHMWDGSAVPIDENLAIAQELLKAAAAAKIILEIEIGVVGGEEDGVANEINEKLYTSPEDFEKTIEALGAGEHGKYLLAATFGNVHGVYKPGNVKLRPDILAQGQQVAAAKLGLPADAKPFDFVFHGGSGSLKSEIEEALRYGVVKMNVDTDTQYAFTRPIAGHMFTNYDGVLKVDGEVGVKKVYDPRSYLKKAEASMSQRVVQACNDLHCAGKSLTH
# BoNT-F LC inh: inhibitors of Botulinum neurotoxin F light chain protease; Multiplex microsphere protease cleavage assay, flow cytometry; inhibition, % at 10 µM; actives 0.22% (n = 360,000); AID 588497; in the data active = inhibition above about 35%, passing the limit was not always enough; inconclusive = no clear call, values can overlap the other calls; note: plate controls were buffer without enzyme for full effect and enzyme alone for no effect
# PrPC surface inh: cell surface PrPC inhibition, primary TR-FRET screen. P04156. TR-FRET read-out. inhibition, % at 13.8 µM. actives 0.43% (n = 370,000). AID 720596; in the data active = inhibition above about 24%; note: 0% = median of the test wells and 100% = reference compound wells
# Starred values were filed as active, the others as inactive; ? = inconclusive; · = no result given; & = joins results of further samples.
mol,Rv3671c protease,MazEF act,FBA Mtb inh,GDH-TPI inh,Mtb BioA inh,Mtb UGM inh,BoNT-F LC inh,PrPC surface inh,FadD28 FP inh
CCc1nc2ccccc2n(CCOCCn2c(=O)c(CC)nc3ccccc32)c1=O,·,-8,-3,11,-1.2,·,6,5,-3.7
Cc1ccc(OC(=O)c2cccc(C(=O)Oc3ccc(C)cc3)n2)cc1,1,-8,0,6,·,-0.6,1,8,-0.6
COc1cccc(C(=O)Nc2cc(C)ccc2NC(=O)COc2ccccc2)c1,-1,12,1,1,-0.9,2.4,-3,4,-0.7
Cc1c(CCOC(=O)C23CC4(C)CC(C)(CC(C)(C4)C2)C3)sc[n+]1CC(=O)c1ccccc1,-14,20,-2,-11,·,1.8,-1,-7,-10
COc1ccccc1N1CCN(CCCNC(=O)C2CCCN(c3ncnc4c3nc3n4CCCCC3)C2)CC1 (stereo not given),2,9,-2,-5,1.8,0.2,0,-15,-2.5
CN(CC1CCCN(CCc2ccccc2F)C1)C(=O)c1cc2ccccc2o1 (stereo not given),·,5,-3,3,0.6,·,-2,-6,-3.0
Cc1cc(=O)oc(C)c1C(=O)Nc1cnc2ccccc2c1,3,-15,-1,-7,-1.6,0.2,1,-6,-2.6
COC(=O)c1cnc(NNC(=O)c2ccc([N+](=O)[O-])cc2)nc1C(F)(F)F,2,10,-4,4,·,0.8,3,-29,-1.1
O=C1C2C3C=CC(C3)C2C(=O)N1CNc1ccccn1 (stereo not given),9,17,0,9,·,-1.3,-4,2,-2.1
Fc1ccc(/C=N/Nc2nc3ccccc3[nH]2)cc1F,7,12,1,10,·,-0.1,-16,15,-0.9
COc1ccc(NC(=O)c2cn(C)c(=O)c3cc(OC)c(OC)cc23)c(OC)c1,2,11,1,-5,-0.5,1.4,1,4,-4.0
O=NN(C(=O)NCc1cccnc1)C1CCCCC1,·,·,1,·,-2.9,·,-6,-2,-2.7
CCc1ccc(NS(=O)(=O)c2ccc3oc(=O)ccc3c2)cc1,2,-1,-1,16,-0.8,2.0,-4,13,-2.2
Cc1nc2ccccc2nc1N1CCCC1,3,5,1,15,-1.7,0.5,2,-2,1.0
O=c1cc(NCc2ccco2)[nH]c(=O)n1-c1ccc(Br)cc1,4,10,2,6,-1.1,3.4,-11,1,-1.9
Cc1ccc(-c2c(C)sc3nc(CN4CCN(CC(=O)NC5CC5)CC4)[nH]c(=O)c23)cc1,-12,-10,0,-1,-1.9,·,-3,-5,-2.7
COc1ccccc1N1CCN(C(=O)CCCn2c(=O)[nH]c3ccsc3c2=O)CC1,8,8,-1,13,1.4,-2.9,-2,6,1.1
O=C(Cn1ncc2c([nH]c3ccccc32)c1=O)NCCCN1CCN(c2ccccc2)CC1,3,5,2,9,-1.9,-0.6,-2,-5,-9.1
COc1ccc(-c2nc(CN3CCC(C(=O)NC4CC4)CC3)c(C)o2)cc1OC,6,7,3,-7,-1.6,1.1,5,5,-3.2
O=C(CSc1nnnn1-c1ccc2c(c1)OCCO2)Nc1nc2c(s1)CCCC2,-4,8,2,8,0.7,-1.3,-8,4,1.0
Cc1cc(OCc2cc(C(=O)N3CCC(Oc4cccnc4)CC3)no2)cc(C)c1Cl,-10,5,2,2,-0.3,-0.8,-14,2,-0.8
CSC1=NCCN1C(=O)c1ccc(S(=O)(=O)N2CCCC2)cc1,-3,-5,5,-1,-2.4,0.2,-1,-4,0.3
CCC(CC)c1nnc(NC(=O)c2cccc(S(=O)(=O)N3CCc4ccccc43)c2)s1,-23,4,0,3,6.2,1.0,-8,4,-1.8
CC(C)(C)c1ccc2c(c1)C(=O)c1ccccc1C2=O,-6,-6,1,0,0.8,1.8,-1,-10,-2.3
O=C(O)C1CC=CCC1C(=O)NCCc1csc(-c2ccccc2)n1 (stereo not given),1,-3,0,-5,-1.7,-1.1,-5,-1,-2.8

# One compound at a time, from the list above. Order of screens: Rv3671c protease | MazEF act | FBA Mtb inh | GDH-TPI inh | Mtb BioA inh | Mtb UGM inh | BoNT-F LC inh | PrPC surface inh | FadD28 FP inh
# O=C1C2C3C=CC(C3)C2C(=O)N1CNc1ccccn1 (stereo not given) is listed with 9 | 17 | 0 | 9 | · | -1.3 | -4 | 2 | -2.1
# CCC(CC)c1nnc(NC(=O)c2cccc(S(=O)(=O)N3CCc4ccccc43)c2)s1 is listed with -23 | 4 | 0 | 3 | 6.2 | 1.0 | -8 | 4 | -1.8
# COc1cccc(C(=O)Nc2cc(C)ccc2NC(=O)COc2ccccc2)c1 is listed with -1 | 12 | 1 | 1 | -0.9 | 2.4 | -3 | 4 | -0.7
# O=C(CSc1nnnn1-c1ccc2c(c1)OCCO2)Nc1nc2c(s1)CCCC2 is listed with -4 | 8 | 2 | 8 | 0.7 | -1.3 | -8 | 4 | 1.0
# COC(=O)c1cnc(NNC(=O)c2ccc([N+](=O)[O-])cc2)nc1C(F)(F)F is listed with 2 | 10 | -4 | 4 | · | 0.8 | 3 | -29 | -1.1

# Continued:
mol,Rv3671c protease,MazEF act,FBA Mtb inh,GDH-TPI inh,Mtb BioA inh,Mtb UGM inh,BoNT-F LC inh,PrPC surface inh,FadD28 FP inh
CC(=O)Nc1ccc(C(=O)CN2C(=O)NC3(CCOc4ccccc43)C2=O)c(F)c1 (stereo not given),-6,4,0,8,2.3,-2.0,-6,-3,-1.8
CC(OC(=O)Cc1ccc(Cl)cc1)C(=O)NCCC1=CCCCC1 (stereo not given),-6,4,-1,1,·,-0.9,-7,-4,0.7
CC(=O)Oc1cccc(/C=c2\sc3nc(-c4ccco4)nn3c2=O)c1,7,-24,-4,-5,·,1.4,5,-1,-4.7
Cc1ccc(C(=O)NC2CC(=O)N(c3ccc4c(c3)OCCO4)C2)cc1[N+](=O)[O-] (stereo not given),-6,-15,3,1,3.4,-2.0,0,1,-0.3
CCOC(=O)C(=O)N(C)c1c(CC)nc2c(OCc3cccc(OC)c3)cccn12,·,·,0,4,2.5,·,-2,-5,-1.2
CCOC(=O)C1CCN(C(=O)c2cccnc2Cl)CC1,-4,8,5,-7,-0.1,2.4,-1,-6,-2.8
Cc1ccc(/C=C/c2nnc(-c3ccccc3)o2)cc1,-2,-4,1,25,-0.7,-0.1,2,1,1.1
N/C(=N\OC(=O)Cc1ccccc1)c1ccc(Br)cc1,-8,2,2,3,·,5.1,0,5,-4.8
O=C(CCCn1c(=O)[nH]c2cc(Cl)ccc2c1=O)N1CCC2(CC1)OCCO2,-4,-2,3,-1,·,-2.7,-3,7,-3.3
Fc1ccc(CCN2CCN=C2Nc2ccccc2)cc1,-1,4,1,2,-1.5,0.2,-6,-4,1.6
CCC(CC)N1CCN(Cc2nc3ccccc3c(=O)n2-c2ccc(F)cc2)CC1,2,15,-2,-17,1.6,0.8,?,-5,-4.1
O=C(Nc1ccnn1C1CCNCC1)c1ccc2c(c1)OCO2,·,-2,-2,12,-0.7,·,3,-4,-0.4
CC(C)C1C(=O)N(Cc2cn(CCC3OCCO3)nn2)CCS(=O)(=O)N1Cc1ccc(-c2cccc(CO)c2)cc1 (stereo not given),·,9,-2,0,-0.1,·,-4,-2,-6.5
CC(C)c1ccc(NC(=O)CCN2C(=O)[C@@H]3Cc4ccccc4CN3C2=O)cc1,-5,1,4,3,-2.9,-0.5,4,1,0.8
C=CCN1C(=O)C(Cc2ccc(OCC)cc2)SC1=Nc1ccc(C(=O)O)cc1 (stereo not given),6,-2,-6,-6,1.0,-3.9,-4,2,-0.8
Cc1cc2nc3ccc(=[N+](C)C)cc-3sc2cc1N,·,-12,-3,-16,·,·,-10,·,1.1
CCCc1nn(C)c2c(=O)[nH]c(-c3cc(S(=O)(=O)Nc4ccc(NC(C)=O)cc4)ccc3OCC)nc12,0,6,0,5,1.2,-0.4,-10,-14,-2.2
Clc1ccc(CN2CCc3c([nH]c4ccccc34)C2)cc1Cl,13,5,6,11,-4.5,-0.4,-8,12,0.5
CSc1nc(O)c(C(c2ccc(O)cc2)c2c(O)nc(SC)[nH]c2=O)c(=O)[nH]1,2,6,-2,13,-4.0,-1.0,?,-1,-5.0
CCNc1nc(NCC)nc(C(=O)OCCO)n1,5,5,0,14,-1.7,5.7,-10,1,-2.5
CC1(C(=O)NS(=O)(=O)C2CC2)CCCN(C(=O)COCc2ccccc2)C1 (stereo not given),·,·,-2,7,-1.6,·,-8,-5,-4.1
Cc1ccccc1CN(C)C(=O)COC(=O)c1ccc2[nH]c(C)c(C)c2c1,-2,4,-2,-2,-0.1,1.1,-2,-3,-1.7
CN(C)c1ncnc2c1ncn2C1CCCO1 (stereo not given),·,5,-1,4,-0.7,·,-8,-4,0.8
CC1(C)CC(=O)C(C(=O)c2ccccc2)C(=O)C1,5,2,1,-1,0.9,1.4,1,-6,0.3
Cc1nc(C)c(-c2ccc(SCC(=O)Nc3cccc(Cl)c3C)nn2)s1,-8,2,0,22,-4.1,0.3,8,10,-2.6
O=C(O)c1ccccc1C(=O)NCc1ccccc1,-3,2,1,-2,-0.4,0.5,-5,-6,-5.0
O=C(CCC1CCCC1)NNC(=O)COc1ccc(Br)cc1,-2,4,-2,-6,-0.5,0.1,16,-3,-3.1
CCc1[nH]c(=S)c(C#N)c2c1CCCC2,0,-8,1,14,·,0.3,2,3,-2.2
Cc1ccc(-c2cc(C(=O)N/N=C/c3ccccc3)n[nH]2)o1,-12,8,-1,-13,-2.9,0.9,-2,3,-9.3
O=C(NCc1ccc(Cl)cc1)c1ccc(Br)o1,0,0,1,11,1.4,3.0,-7,8,-0.3
O=C(Cc1ccc([N+](=O)[O-])cc1)N1N=C(C2CC2)CC1(O)C(F)(F)F (stereo not given),-1,8,-1,-7,·,-0.3,1,-4,-3.2
NNC(=O)CNC(=O)C12CC3CC(CC(C3)C1)C2,6,-17,-2,2,0.5,-1.8,-1,-8,0.3
CC1=C(C(=O)OC(C)C)C(c2ccccn2)n2ncnc2N1 (stereo not given),0,4,1,5,-0.3,0.7,0,0,-3.2
Nc1nc(SCC(=O)N2N=C(c3ccc(Cl)cc3)CC2c2ccco2)n[nH]1 (stereo not given),1,-4,2,10,-1.5,-4.1,-2,5,-1.5
CNC(=O)CCCCC(=O)N/N=C/c1ccc(Cl)cc1Cl,3,0,-2,-2,-0.9,-0.4,-2,-15,-2.3
COc1ccc(NC(=O)C2COc3ccccc3O2)cc1 (stereo not given),-4,11,0,6,1.5,-1.0,-3,4,-0.8
COc1cc(OC)cc(C(=O)N2CCN(c3ncccn3)CC2)c1,-2,0,3,-3,-1.2,3.3,7,-2,-4.1
CC(C)(C)CC(=O)OCC(=O)Nc1cc(C(C)(C)C)nn1-c1ccccc1,-6,1,-1,-3,·,-0.8,5,-1,-1.8
Cc1cc(C)c2nc(NNC(=O)c3ccc(S(=O)(=O)N4CCCCC4)cc3)sc2c1,1,7,4,3,-0.2,-0.1,-10,13,1.2
C[n+]1cnc(-c2ccccc2)cc1-c1ccccc1,2,3,5,23,0.5,-0.1,3,-39,-2.1
COc1ccc(/C(C)=N/NC(=O)CNC(=O)/C=C/c2ccccc2OC)cc1,2,4,4,5,-1.2,0.5,2,2,-3.9
COc1cccc(NC(=O)C2(C)CCCN2C(=O)C(C)C)c1 (stereo not given),·,·,0,2,-1.3,·,-3,2,-3.5
CCC(C)(C)NC(=O)CN(C(=O)c1snc(C(N)=O)c1N)c1ccc2c(c1)OCO2,-5,4,1,15,6.3,0.5,2,-8,-0.8
O=C(C1=C[C@H](c2ccc(Br)cc2)C[C@H](OCCCCO)O1)N1CCN(Cc2ccc3c(c2)OCO3)CC1,-5,14,1,-3,-1.4&-0.1,2.3,-7,·,-3.1
CC1CCN(C(=O)CSc2nnc(CNC(=O)c3c(F)cccc3F)o2)CC1,-10,2,-1,-2,0.9,1.4,9,-3,-1.4
CCS(=O)(=O)NCC(c1ccco1)N1CCN(c2ccccc2F)CC1 (stereo not given),-9,4,-8,7,·,0.7,-1,7,-1.6
CC1N(C)c2cc(NC(=O)c3ccco3)ccc2C1(C)C (stereo not given),-369,10,2,8,·,0.8,-68,10,-22
Nc1c(C(=O)Nc2cccc(F)c2)nnn1-c1cccc(C(F)(F)F)c1,9,17,7,-1,·,1.9,-2,10,0.3
